Screens (PubChem BioAssay)
GPR35 antagonists – GPR35 antagonists blocking zaprinast-driven arrestin recruitment, primary screen, imaging, U2OS, beta-arrestin-GFP, zaprinast agonist (AID 2058); U2OS GPR35 beta-arrestin-GFP translocation imaging, zaprinast antagonism; higher % means a stronger effect; 0.052% of 290,000 active; one-dose inhibition, % at 10 µM; IC50 in µM for titrated hits;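 active means inhibition of at least 50% with at least 30 cells and total cytoplasm GFP at most 10,000,000; inconclusive means under 30 cells or total GFP of 10,000,000 plus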
KOR beta-arrestin-1 – kappa opioid receptor activators – cell-based, luminescence, uHTS, primary screen (AID 1777); KOR beta-arrestin recruitment, luminescence; higher % means a stronger effect; 0.02% of 280,000 active; activation, % at 10 µM; hits with a dose series show EC50 in µM; in the data active means activation above about 50%, passing the limit was not always enough; further: a part of the inactive calls stands beside numbers as strong as those of hits
NTR1 ag – agonists of NTR1, primary screen, imaging, U2OS cells, beta-arrestin-GFP, high content (AID 493036); P30989; NTR1-U2OS beta-arrestin-GFP spot imaging, agonist mode; activation, % at 20 µM; 0.17% of 330,000 active;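 active means activation at or above 40% of the spot to cytoplasm intensity ratio, with at least 20 cells analyzed; inconclusive means wells under 20 cells, flagged as cytotoxic or low count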;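 further: 0% = DMSO without peptide and 100% = 100 nM NTR1 peptide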
Target sequence (P30989 whole entry, looked up): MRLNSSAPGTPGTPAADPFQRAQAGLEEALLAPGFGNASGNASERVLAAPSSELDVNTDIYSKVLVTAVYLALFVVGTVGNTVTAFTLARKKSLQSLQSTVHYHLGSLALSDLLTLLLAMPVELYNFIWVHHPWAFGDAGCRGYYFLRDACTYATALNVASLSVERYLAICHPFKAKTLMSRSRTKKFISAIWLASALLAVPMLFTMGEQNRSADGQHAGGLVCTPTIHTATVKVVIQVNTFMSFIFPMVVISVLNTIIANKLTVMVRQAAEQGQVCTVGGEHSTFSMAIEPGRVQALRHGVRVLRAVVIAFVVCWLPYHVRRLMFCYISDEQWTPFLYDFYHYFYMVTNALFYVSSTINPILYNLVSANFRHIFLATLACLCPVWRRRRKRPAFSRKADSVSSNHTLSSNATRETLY
GPR55 LPI antagonism – inhibition of LPI-stimulated GPR55 beta-arrestin translocation – imaging, U2OS, beta-arrestin-GFP, LPI agonist, primary screen (AID 2013) | inhibition, % at 10 µM; hits with a dose series show IC50 in µM | 0.13% of 290,000 active | U2OS GPR55 beta-arrestin-GFP translocation imaging, LPI antagonism; higher % means a stronger effect;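 active means spots per cell inhibited over 60%, with over 100 cells counted and total cytoplasm intensity under 500,000; inconclusive means wells with under 100 cells, flagged as likely toxic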;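 further: U2OS cells stably carrying GPR55 and arrestin-GFP stimulated by 5 µM LPI near EC80; imaged beta-arrestin-GFP aggregate spots per cell after agonist stimulation; plate controls were LPI-stimulated DMSO wells for no effect and DMSO wells without LPI for full effect; some results filed as inactive read as strong as hits; confirmed hits need IC50 under 10 µM and bright autofluorescent wells are also inconclusive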
GPR55 activation – selective activators of receptor GPR55 – imaging, U2OS cells, beta-arrestin-GFP redistribution, primary screen (AID 1961); U2OS GPR55 beta-arrestin-GFP redistribution imaging; higher % means a stronger effect; activation, % at 10 µM; hits with a dose series show EC50 in µM; 0.048% of 290,000 active;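 active means activation above 40% with more than 50 cells counted in the well; inconclusive means wells holding fewer than 50 cells, flagged as toxic or sparse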;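 further: U2OS osteosarcoma cells stably expressing GPR55 and beta-arrestin-GFP; plate controls were DMSO negative control for no effect and LPI positive control for full effect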
Rac1 GTP hydrolysis – MgcRacGAP GTPase-activating activity inhibitors, confirmation, biochemical, ADP Hunter fluorescence; MgcRacGAP-stimulated Rac1 GTP hydrolysis, ADP Hunter fluorescence; higher % means a stronger effect; GST-tagged Rac1 F28L mutant substrate; inhibition, % at 30 µM, or IC50 in µM where a hit was titrated; 0.6% of 340,000 active; AID 624330;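 active means first-screen hits whose inhibition reached a set limit at any dose in the follow-up dose series; inconclusive means inhibition above the set first-screen limit but never retested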;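 further: fluorescence reports GDP produced by GAP-driven GTP hydrolysis; strong numbers were not always called active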
NOD1 inhibition – NOD1 signaling inhibitors, primary screen, cell-based, luminescence, uHTS (AID 1578); inhibition, % at 4 µM; hits with a dose series show EC50 in µM; 1% of 290,000 active; NOD1-driven NF-kB luciferase reporter cells, luminescence; higher % means a stronger effect; in the data active means inhibition mostly above about 36%, no sharp cut-off; inactive means mostly below about 34%;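 further: HEK-293T reporter cells stimulated with the NOD1 agonist gamma-tri-DAP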
UTI89 phage lysis – protection from phage-mediated lysis, alamar blue read-out – E. coli UTI89, K1F phage, bacterial capsule biogenesis inhibitors (AID 488966) | E. coli UTI89 K1F phage lysis, alamar blue, 2 h; higher % means a stronger effect | inhibition, % at 100 µM, or IC50 in µM where a hit was titrated | 0.02% of 340,000 active;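 active means phage lysis inhibition, versus mean bacterial control, above a set limit; inconclusive means no clear call, values can overlap the other calls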;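 further: capsule biogenesis inhibitors block K1F phage lysis so surviving cells raise fluorescence; higher fluorescence means more inhibition of phage lysis; actives were called in the ten point dose series up to 300 µM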
KOR beta-arrestin-2 – kappa opioid receptor blockers – cell-based, luminescence, uHTS (AID 1778) | 0.091% of 290,000 active | one-dose inhibition, % at 10 µM; IC50 in µM for titrated hits | KOR beta-arrestin recruitment, luminescence, antagonist mode; higher % means a stronger effect; in the data active means inhibition above about 50%; further: strong numbers were not always called active
NTR1 ag cell count 20 µM – further read-out of NTR1 ag, marked with its call; cell count; measured here: cell count, cytotoxicity flag
* marks the source's active call; other numbers are inactive results; ? = inconclusive; / = not tested or not shown; & = joins results of further samples; [ ] = another dose, or the depositor's remark.

Fields: GPR35 antagonists	KOR beta-arrestin-1	NTR1 ag	NTR1 ag cell count 20 µM	GPR55 LPI antagonism	GPR55 activation	Rac1 GTP hydrolysis	NOD1 inhibition	UTI89 phage lysis	KOR beta-arrestin-2
> Cc1ccc(CNC(=O)C(Cc2ccccc2)n2cccc2)cc1 (stereo not given)
  9%	1.4%	1.0	52	10%	0.0%	3%	-10%	0.8%	19%
> C=CCn1c(SCC(=O)N2CCOCC2)nc(O)cc1=O
  1%	4.8%	-0.3	59	2%	0.2%	8%	-4%	1.2%	-34%
> COc1cc(/C=N/Nc2nc3ccccc3s2)cc([N+](=O)[O-])c1O
  -14%	4.4%	2.0	54	-20%	-0.2%	9%	-14%	-0.2%	-36%
> CCOc1ccc(-c2ccc(SCC(=O)N3CCN(c4ccccc4)CC3)nn2)cc1
  4%	-2.0%	3.6	65	8%	0.2%	/	-33%	/	26%
> Cn1ccnc1SCC(=O)NC1CCCCC1
  -2%	-4.2%	0.5	36	-23%	0.0%	0%	-19%	9.3%	-51%
> O=C(Cc1ccc2c(c1)CCCC2)Nc1ccccc1Br
  11%	-1.1%	3.0	44	20%	0.2%	5%	/	5.3%	-18%
> COCCCNc1nc2c(c(=O)n(Cc3ccc(Cl)cc3)c(=O)n2C)n1C
  -14%	-1.7%	0.7	62	6%	-0.1%	2%	24%	0.1%	32%
> Cc1cc(C)n2nc(SCC(=O)N(Cc3ccccc3)C3CCS(=O)(=O)C3)nc2n1 (stereo not given)
  -1%	-0.1%	-1.0	31	6%	-0.5%	1%	-18%	2.9%	3%
> O=C(Nc1nc(-c2ccc3c(c2)OCCO3)cs1)C1CCCC1
  4%	-2.7%	-0.5	57	10%	-0.3%	11%	4%	0.1%	6%
> CCOCCCNC(=S)N1CCN(c2nc(-c3ccc(F)cc3)cs2)CC1
  -5%	0.0%	2.2	51	-20%	0.8%	11%	8%	0.8%	0%[20 µM]
> COc1ccc(-c2csc3nc(-c4cccnc4)nc(Cl)c23)cc1OC
  1%	2.3%	5.3	71	-6%	-0.2%	4%	73%*	0.0%	-20%
> O=C(NNc1ccccc1)C(=O)NNS(=O)(=O)c1ccc(CCCl)cc1
  -3%	4.2%	1.3	73	-1%	0.2%	4%	-12%	0.8%	23%
> C=CCOc1ccc(C2NC(=S)NC3=C2CCc2ccccc23)cc1 (stereo not given)
  -4%	-4.1%	-0.3	51	8%	0.6%	-3%	-1%	-0.8%	4%
> CCC(=O)c1cc(F)c(N2CCN(C(=O)c3ccco3)CC2)cc1C
  9%	0.3%	-2.8	57	-1%	-0.3%	11%	-3%	1.2%	-40%
> COc1ccc(/C=C/C(=O)Nc2cccc(C(C)=O)c2)cc1
  -8%	2.0%	5.8	63	-16%	0.4%	9%	-47%	0.2%	-58%
> O=C(NCC1CCCO1)/C(=C/c1ccc(Cl)cc1)NC(=O)c1ccccc1 (stereo not given)
  -5%	-3.5%	1.8	47	11%	-0.1%	4%	5%	3.7%	-5%
> CC(C)NC(=O)c1onc(CSc2ccccc2)c1C(=O)O
  -4%	1.0%	-3.4	103	9%	-0.1%	2%	7%	0.1%	-10%
> CCN(CC)CCN1C(=O)C(O)=C(C(=O)c2cc3ccccc3o2)C1c1cccnc1 (stereo not given)
  16%	16%	2.3	46	4%	0.2%	7%	-8%	1.0%	-38%
> COC(=O)c1cccc(NC(=O)CSc2nnc(C)o2)c1
  4%	0.6%	-0.3	42	5%	-0.2%	1%	9%	0.0%	-15%
> CCn1cc(C(=O)N[C@@H](C)C(=O)NCCCN2CCOCC2)c(=O)c2cc3c(cc21)OCO3
  12%	1.2%	-0.6	46	3%	-0.1%	7%	-32%	2.7%	-32%
> CC(C)(C)C(Cn1ccnc1)NC(=O)c1ccc2nc(C3CC3)oc2c1 (stereo not given)
  -7%	-4.6%	0.3	49	17%	-0.1%	11%	-26%	0.1%	10%
> O=C(COc1ncnc2cc(Cl)ccc12)c1ccc2c(c1)OCCO2
  4%	1.3%	0.5	59	-5%	0.3%	0%	0%	-2.9%	15%
> CCOc1ccc(S(=O)(=O)NCCCn2ccnc2)cc1
  5%	-0.5%	0.9	55	-4%	-0.2%	6%	-29%	0.6%	-7%
> Nc1nc2c3ccccc3nc(C3CC3)n2n1
  -8%	0.4%	-1.0	65	-12%	0.2%	4%	-23%	0.4%	4%
> COC(=O)CSc1nnc([C@H](CC(C)C)NC(=O)OC(C)(C)C)o1
  -1%	0.0%	-0.7	85	12%	-0.1%	5%	11%	0.9%	-34%
> O=C(COC(=O)COc1ccccc1Cc1ccccc1)Nc1cccnc1Cl
  1%	2.3%	1.3	37	14%	-0.4%	13%	-7%	1.3%	31%
> COCCN(C(=O)c1ccccc1F)c1nc(-c2ccc(OC)cc2)cs1
  1%	-1.9%	1.2	67	-11%	0.2%	14%	67%	0.0%	-35%
> Fc1ccccc1NC(=S)NC1CCCC1
  17%	-0.2%	2.2	59	8%	0.3%	10%	6%	0.2%	-43%
> O=C(Nc1ccc(-c2nc3ccccc3o2)cc1)c1ccc(N2C(=O)C3C4C=CC(C4)C3C2=O)cc1 (stereo not given)
  7%	17%	0.9	55	-7%	-0.1%	1%	3%	-0.9%	-47%
> COC(=O)c1ccc(/C=C/C(=O)c2ccc(OC)cc2)cc1
  -4%	3.9%	15	75	9%	0.9%	4%	12%	-2.1%	2%
> COc1ccc(OC)c(N(CC(=O)Nc2ccc(NC(C)=O)cc2)S(C)(=O)=O)c1
  -10%	-1.3%	1.2	44	12%	0.6%	?	-20%	0.1%	14%
> Cc1cccc(N2CCN(c3nnc(C(F)(F)F)s3)CC2)c1
  -9%	-0.1%	2.3	50	13%	0.2%	13%	-8%	-0.8%	-2%
> COc1cccc(CNC(=O)C2CCCN(S(=O)(=O)c3ccc4c(c3)C(C)(C)C(=O)N4C)C2)c1 (stereo not given)
  -7%	-4.6%	0.0	68	2%	-0.1%	12%	-18%	-0.5%	-18%[20 µM]
> COc1ccc(CCNCc2ccc(OCc3ccc(Cl)nc3)c(OC)c2)cc1OC
  11%	/	-1.6	36	14%	-0.1%	15%	6%	0.3%	-12%
> Cc1ccc(N(CN2CCCC2=O)C(=O)c2ccccc2)cc1
  -3%	-8.0%	0.7	63	8%	0.2%	-5%	-20%	1.0%	-15%[20 µM]
> O=C(O)c1cc(NC(=O)c2ccco2)cc(NC(=O)c2ccco2)c1
  10%	-1.1%	-3.4	37	-8%	0.2%	3%	-26%	0.5%	-8%
> CC1(C)OC(=O)C(=Cc2ccc[nH]2)C(=O)O1
  16%	-1.1%	0.4	45	9%	-0.4%	3%	0%	-1.5%	12%
> CCC(NC(=O)c1ccncc1)c1ccccc1 (stereo not given)
  -5%	-5.3%	-0.8	60	-4%	-0.1%	10%	-15%	0.5%	3%
> CC1(C)CC(=O)N(c2ccc(Cl)c(Cl)c2)C(=O)C1
  8%	-6.2%	-1.9	89	-10%	-0.1%	4%	1%	0.2%	36%
> COCCn1c(SCC(=O)Nc2ccccc2OC)nc2c(oc3ccccc32)c1=O
  -15%	-1.7%	-0.2	84	-2%	-0.1%	-10%	-30%	-0.3%	8%
> Cc1cc(CN(C)Cc2cn(C)nc2-c2ccc(Oc3ccccc3)cc2)on1
  2%	/	-0.6	62	4%	-0.2%	8%	-4%	0.2%	8%
> COc1ccc(NC(=O)c2ccc(CNc3c(NC4CCCCC4)c(=O)c3=O)cc2)cc1OC
  4%	-8.5%	-3.3	85	10%	-0.2%	9%&13%	2%	-3.4%&0.1%	41%
> CC1C(c2ccccc2)N(C)CCC12NC(=O)NC2=O (stereo not given)
  -11%	2.1%	0.4	57	-14%	0.1%	9%	17%	3.1%	-33%
> COc1ccc(/C=N/NC(=O)c2cccc(C(=O)N/N=C/c3ccc(OC)cc3)n2)cc1
  -3%	2.5%	-0.6	61	26%	0.2%	-5%	-8%	-0.1%	-6%
> O=S(=O)(Nc1ccc(Cl)cc1)c1ccc(N2CCOCC2)c(NC(=S)NCCN2CCOCC2)c1
  -1%	1.8%	-0.4	59	5%	0.8%	27%	-28%	-0.1%	-49%
> Cc1cc(NS(=O)(=O)c2ccc(NS(=O)(=O)c3ccc(CC(C)C)cc3)cc2)nc(C)n1
  -5%	1.1%	0.8	54	10%	0.2%	-16%	-10%	-0.9%	-24%
> NC(=O)[C@@H]1CCCCNc2c(F)cc([N+](=O)[O-])cc2C(=O)N[C@@H](CCCN=C(N)N)C(=O)NCC(=O)N1
  18%	-0.7%	-0.9	62	3%	0.2%	5%	-18%	1.0%	13%
> Cn1cccc1CNC(=S)Nc1ccccc1F
  5%	2.1%	0.0	76	13%	-0.3%	11%	-44%	-0.1%	11%
> Cc1cccc(C2=N/C(=C/c3cccs3)C(=O)O2)c1
  -1%	19%	3.2	88	11%	-0.1%	1%	4%	-0.2%	7%
> CS(C)(=O)=NS(=O)(=O)c1ccc(Cl)cc1
  2%	0.2%	0.2	88	6%	0.3%	6%	-8%	0.1%	-11%
> COc1cc(CNc2cccc(F)c2)cc(Br)c1O
  -4%	-8.5%	0.0	82	-1%	-0.2%	6%	-13%	-1.9%	-18%
> Cc1onc(-c2ccccc2)c1C(=O)N/N=C/c1ccc(Br)cc1
  -5%	4.6%	0.7	102	1%	0.6%	6%	-4%	-0.1%[50 µM]	-5%
> CNC(=O)CSc1nc2c([nH]c3ccccc32)c(=O)n1CCOC
  3%	1.0%	1.1	119	3%	0.0%	2%	-16%	0.0%	-5%
> Cc1cccc(-n2nc(C)c3c2NC2=C(C(=O)CCC2)C3c2ccccn2)c1 (stereo not given)
  -4%	-2.8%	2.0	66	5%	-0.5%	3%	-4%	0.3%	8%
> COc1ccc(C(=O)n2cc(C(C)=O)c3ccccc32)cc1
  4%	2.2%	2.4	90	-19%	0.0%	5%	-8%	0.2%	-88%
> CS(=O)(=O)N1CCN(C(=O)Cc2ccc(Br)cc2)CC1
  -3%	3.5%	-1.8	60	4%	-0.2%	4%	11%	0.2%	-10%[20 µM]
> CCN1CCCC1Cn1cnc2c([nH]c3ccc(Cl)cc32)c1=O (stereo not given)
  1%	-11%	-0.4	47	-4%	?	14%	9%	0.0%	-18%
> CNC(=S)N1CCN(c2ccc(OC)cc2)CC1
  5%	3.3%	-0.7	47	10%	0.2%	30%	4%	2.0%	-23%

Only part of the results is shown. The share of hits here may be higher or lower than overall.
